# Compound activity (PubChem)
# PMI inhibition = MPI inhibition at elevated mannose 6-phosphate – biochemical, fluorescence intensity, high mannose 6-phosphate, primary screen (AID 1220). recombinant PMI enzyme, coupled fluorescence intensity; higher % means a stronger effect. inhibition, % at 20 µM; hits with a dose series show IC50 in µM. 190,000 compounds, 0.66% hits
# human PMI inhibition = MPI enzyme activity inhibition – biochemical, fluorescence intensity, coupled assay, primary screen (AID 1209); purified PMI enzyme, coupled fluorescence intensity; higher % means a stronger effect; inhibition, % at 20 µM, or IC50 in µM where a hit was titrated; 190,000 compounds, 0.42% hits;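 further: plate controls were DMSO vehicle for no effect and wells lacking substrate for full effect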
# West Nile virus CPE = inhibition of WNV-induced cytopathic effect – cell-based, CPE readout (AID 1621); West Nile virus-infected cells, CPE inhibition; higher % means a stronger effect; CPE inhibition, % at 10 µM, or IC50 in µM where a hit was titrated; 290,000 compounds, 0.02% hits; in the data active means a potency from the dose series; inconclusive means CPE inhibition mostly from about 3.7% at the one dose, without a potency; inactive means the rest, 99 in 100 with CPE inhibition below about 2.2%; further: strong numbers were not always called active
# Large T inhibition = TAg ATPase/helicase activity blockers – biochemical (AID 1903). inhibition, % at 20 µM; hits with a dose series show IC50 in µM. SV40 large T antigen ATPase/helicase inhibition assay; higher % means a stronger effect. 310,000 compounds, 0.39% hits; in the data active means a potency from the dose series; inconclusive means inhibition mostly from about 32% at the one dose, without a potency; inactive means the rest, 99 in 100 with inhibition below about 32%; further: strong numbers were not always called active
# TNAP activators = human TNAP enzyme activators, primary screen, biochemical, luminescent, no phosphate acceptor, uHTS (AID 1001); activation fold at 20 µM, or EC50 in µM where a hit was titrated; 200,000 compounds, 0.03% hits; purified TNAP, luminescent activation assay, no phosphate acceptor; higher activation fold means a stronger effect; in the data active means activation fold from about 3, or a potency from the dose series; inactive means the rest, 99 in 100 with activation fold below about 1.6; further: many of its hits are not listed in these tables
# Salmonella PhoP GFP = PhoP-dependent GFP reporter repression – Salmonella Typhimurium, primary screen (AID 1863); 300,000 compounds, 0.16% hits; inhibition, % at 50 µM, or IC50 in µM where a hit was titrated; S. Typhimurium PhoP-regulated promoter GFP reporter, 4 h; higher % means a stronger effect;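 active means inhibition over 29.93%, a cutoff 3 SD above the screen mean, later confirmed by dose response; inconclusive means inhibition over 29.93% but no dose response follow-up; inactive means inhibition at most 29.93% or unconfirmed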;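 further: 0% = low Mg2+ inducing control and 100% = high Mg2+ repressing control; strong numbers were not always called active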
# ER stress rescue = protection against thapsigargin-triggered cell killing – 384-well, CSM14.1, ATP luminescence, primary screen (AID 1222); cellular ATP content (survival), % at 20 µM; hits with a dose series show EC50 in µM; 190,000 tested, under 10 active; CSM14.1 thapsigargin-induced death rescue, ATP luminescence; higher % means a stronger effect;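 active means EC50 below 50 µM in the dose-response confirmation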;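 further: death triggered by thapsigargin at about 15 µM added after 2 h compound pretreatment; cell ATP read after overnight thapsigargin exposure of roughly 18 to 22 hours; normalized against plate controls of thapsigargin alone and 5% DMSO vehicle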
# RSV CPE inhibition = inhibition of RSV-induced cytopathic effect – HEp-2 cells, primary 10 µM value included (AID 2391). HEp-2 cells, RSV-induced CPE inhibition; higher % means a stronger effect. one-dose CPE inhibition, % at 10 µM; IC50 in µM for titrated hits. 310,000 compounds, 0.13% hits; in the data active means a potency from the dose series; inconclusive means CPE inhibition mostly from about 23% at the one dose, without a potency; inactive means the rest, 99 in 100 with CPE inhibition below about 21%; further: strong numbers were not always called active
# Insulin prom up = MIN6 insulin promoter up-regulation; z-score at 5 µM; AID 1625; 190,000 compounds, 0.3% hits; MIN6 insulin promoter-GFP reporter, high-content imaging; hits give high values;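 active means z-score above 3 at 5 µM with at least 500 cells counted in the well; inconclusive means wells under 500 cells, flagged as cytotoxic or low count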
# Insulin prom up cell count = second read-out of Insulin prom up, no call of its own (marks repeat the call); cell count; measured here: cytotoxicity, nuclei count;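 total cells summed across four imaged fields per well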
# The depositor's hits bear a star; ? = inconclusive; · = no result given. Unless noted, no stated cut-off is given here; in the data, active means inhibition above about 50%; inactive means the rest. This is a random part of the collection. About 1.5% of those tested had a hit in this group.
# Order of results: PMI inhibition, human PMI inhibition, West Nile virus CPE, Large T inhibition, TNAP activators, Salmonella PhoP GFP, ER stress rescue, RSV CPE inhibition, Insulin prom up, Insulin prom up cell count
> COc1ccc(CNC(=O)C(OC(=O)c2nsc(Cl)c2Cl)C(C)C)cc1 (centres undefined)
 : 14.4%, 18.9%, -0.2%, 10.7%, 1.1, 4.0%, -2.1%, 1.0%, -0.08, 1452
> COc1cc2c(cc1NC(=O)COCC(=O)O)oc1ccccc12
 : ·, ·, -0.1%, 8.0%, ·, -1.1%, ·, 0.7%, ·, ·
> Cc1ccccc1-n1nc2c(c1NC(=O)c1cc3ccccc3oc1=O)CS(=O)C2 (centres undefined)
 : 14.7%, 9.6%, -0.6%, 1.8%, 1, -2.5%, -0.5%, 2.6%, 0.62, 1291
> C/C(=N\NC(=O)c1ccc(O)cc1)c1ccc2c(c1)Nc1ccccc1S2
 : 6.4%, 9.3%, -1.1%, 17.1%, 1.4, 3.4%, -0.9%, ?, -0.84, 1293
> O=C(CCCN1C(=O)c2ccccc2C1=O)NCc1ccco1
 : -8.4%, -10.1%, 1.0%, 23.1%, 1.1, 2.2%, -4.0%, 1.7%, ·, ·
> Cc1nc2c([nH]c3ccc(Br)cc32)s1
 : 17.4%, 19.0%, -1.1%, 7.2%, 1.1, -4.9%, ·, 5.7%, 0.37, 1241
> Cc1nn(C)cc1/C=C/C(=O)c1ccccc1
 : 3.8%, 6.7%, -0.5%, 25.5%, 1.1, 4.8%, -5.3%, ·, -0.4, 896
> CC(C)C(=O)Nc1c(-c2ccccc2F)c(=O)c2ccccc2n1C
 : ·, ·, 0.2%, -0.3%, ·, -0.4%, ·, 1.0%, ·, ·
> O=C(Nn1c(O)c(C=C2N=c3ccccc3=N2)sc1=S)c1ccccc1
 : 1.1%, 0.1%, 0.7%, 16.3%, 1, -8.1%, -0.9%, 2.5%, -0.29, 906
> CN(C)c1ccc(-c2nnn(Cc3ccccc3Br)n2)cc1
 : -6.2%, 6.0%, -0.5%, 8.9%, 1.2, -0.9%, -0.7%, 3.2%, -1.17, 1092
> CC1CCN(c2oc(-c3cccc4ccccc34)nc2C#N)CC1
 : 12.3%, 8.2%, -0.5%, 1.6%, 1.2, -16.2%, 3.8%, 2.6%, -0.63, 1065
> CN(C(=O)N1CCN(S(=O)(=O)c2ccccc2)CC1)c1ccccc1
 : -0.1%, 2.2%, -0.1%, 6.3%, 1, 6.7%, -1.7%, 1.6%, 0.23, 1599
> O=C(CSc1nc2ccccc2o1)N1c2ccccc2Sc2ccc(Cl)cc21
 : -0.4%, 5.2%, 0.2%, 13.7%, 1.1, -4.0%, 11.6%, 4.2%, ·, ·
> CCOC(=O)Nc1nc(-c2ccccc2)c(C(=O)c2ccccc2)s1
 : 10.8%, 16.2%, 1.1%, 10.0%, 1.1, -5.7%, -1.4%, 3.6%, -0.18, 709
> CC(=O)NC(C)Cc1cn(Cc2ccccc2)c2ccccc12 (centres undefined)
 : ·, ·, -0.3%, 19.1%, ·, 5.8%, ·, 0.9%, ·, ·
> C/C(=N\S(=O)(=O)c1ccc(C)cc1)N1CCCCC1
 : ·, ·, 0.7%, -2.9%, 1, -1.8%, -0.6%, 0.2%, -0.32, 1028
> COc1ccc(CN(C(C)=O)c2cccc(C)c2C)cc1
 : -3.2%, 3.5%, -0.2%, 3.8%, 1.1, 5.1%, 1.1%, 0.6%, 0.42, 1088
> CCOC(=O)[C@@H]1[C@H]2COc3ccc(Br)cc3[C@H]2N2C(=O)N(c3ccc(Cl)cc3)C(=O)[C@@]12C
 : ·, ·, -1.2%, 9.0%, ·, 1.6%, ·, 1.4%, ·, ·
> COC(=O)c1ccccc1NC(=O)C1CC(=O)N(c2ccc(C)cc2)C1 (centres undefined)
 : -0.6%, 3.6%, -0.7%, 18.1%, 1.1, 0.7%, 1.2%, 3.8%, -0.8, 1272
> COc1ccc(N=C2SC(C(=O)N3CCN(c4ccc([N+](=O)[O-])cc4)CC3)CC(=O)N2C)cc1 (centres undefined)
 : 18.5%, 15.8%, -1.1%, 4.2%, 1, -0.2%, 7.0%, ?, -0.16, 1262
> O=C(/C=C/c1ccc([N+](=O)[O-])cc1)N1CCN(c2ccccc2F)CC1
 : 36.0%, -1.6%, -0.3%, 6.3%, 1, -8.8%, 0.0%, 2.5%, -0.06, 1026
> COc1ccc(N(C(=O)c2ccco2)C(C(=O)NC2CCCC2)c2ccncc2)cc1OC (centres undefined)
 : ·, ·, -0.1%, 7.0%, ·, -4.9%, ·, 0.9%, ·, ·
> O=C(CS(=O)(=O)c1ccccc1)Nc1ccc(S(=O)(=O)Nc2ncccn2)cc1
 : -3.4%, -7.6%, 0.2%, 22.6%, 1.1, 0.7%, -0.2%, 4.2%, 0.56, 1213
> COc1cc(S(=O)(=O)N2CCN=C2c2ccccc2)ccc1F
 : -1.0%, 0.3%, 2.4%, 12.4%, 1.1, -3.5%, -2.3%, 1.0%, ·, ·
> O=c1[nH]c(C2CCN(S(=O)(=O)Cc3ccccc3)CC2)nc2c1nnn2Cc1ccccc1Cl
 : ·, ·, 0.7%, 6.9%, ·, 10.9%, ·, 4.2%, ·, ·
> O=C1OC(N2C(=O)CC[C@H]2C(=O)Nc2ccc(Br)cc2F)c2ccccc21 (some centres undefined)
 : ·, ·, -0.2%, 3.7%, ·, 11.5%, ·, 2.5%, ·, ·
> Cc1nc(C)c(C(=O)NNS(=O)(=O)c2ccc3ccccc3c2)s1
 : -4.9%, 1.0%, -0.9%, 9.7%, 1.1, 0.2%, -1.5%, 2.5%, -1.31, 1073
> Nc1nc(-c2ccc(Cl)cc2)c(N=Nc2ccc(S(=O)(=O)N3CCOCC3)cc2)s1
 : -1.1%, -2.1%, 2.1%, 7.0%, 0.7, 17.2%, 0.0%, 3.2%, 3.8*, 1259*
> O=C(Nc1cccc2ccccc12)c1nn(C23CC4CC(CC(C4)C2)C3)cc1[N+](=O)[O-]
 : 7.5%, 6.9%, -0.4%, -2.0%, 1.1, -11.7%, -1.6%, 1.7%, -0.58, 1315
> COc1cc(C2NCCC(=O)C2(C)C)cc(OC)c1OC (centres undefined)
 : 6.1%, -8.0%, 0.4%, 5.1%, 1.1, 6.5%, 0.1%, 2.2%, 0.03, 1406
> O=c1[nH]c(=O)c2nc3c4ccccc4c4ccccc4c3nc2[nH]1
 : 11.6%, 7.0%, -0.4%, 3.0%, 1.4, -3.1%, -0.2%, -0.6%, 0.04, 1387
> Cc1ccc(C(=O)NCC2(c3ccccc3)CCCC2)cc1
 : -0.3%, 2.0%, -0.6%, 13.5%, 1.1, -1.9%, 8.5%, 1.1%, -0.01, 1556
> O=C(NC(=O)c1cccc(OC(F)(F)C(F)F)c1)OC1CCS(=O)(=O)C1 (centres undefined)
 : -13.7%, -9.9%, 1.0%, -0.6%, 1.1, -6.5%, -3.4%, 0.6%, 0.47, 1824
> Cc1cc(OCC(=O)N(Cc2ccccc2)C2CCS(=O)(=O)C2)ccc1Cl (centres undefined)
 : ·, ·, -0.7%, 13.1%, ·, -6.1%, ·, -0.9%, ·, ·
> CC(C)n1cnnc1SCC(=O)Nc1cccc(S(=O)(=O)N(C)c2ccccc2)c1
 : ·, ·, -0.8%, 25.6%, ·, -10.9%, ·, 1.9%, -0.95, 1032
> Cc1cc(C)c(C)c(OCC(=O)NCC2CCCO2)c1 (centres undefined)
 : 15.5%, 12.5%, 0.0%, 7.8%, 1.1, -1.9%, -2.8%, 1.3%, -0.13, 2004
> COC(=O)[C@H](CCSC)NC(=O)NCCC1=CCCCC1
 : 6.7%, 10.8%, 0.0%, 0.5%, 1.1, -4.7%, -3.3%, 1.2%, 0.38, 1344
> CCN1CCN(C(C(=O)NC2CCCC2)c2ccc(Cl)cc2)CC1 (centres undefined)
 : 40.0%, 1.1%, 0.2%, 3.1%, 1, 2.8%, 1.0%, 0.9%, -0.79, 915
> CN(C)C(=O)CSc1nnc(CCCCCNC(=O)OC(C)(C)C)o1
 : 0.1%, -8.5%, -0.2%, 0.4%, 1.1, -7.0%, 2.0%, 0.4%, -0.58, 1360
> COc1ccc(S(=O)(=O)Nc2ccc(F)c(Cl)c2)cc1OC
 : 0.1%, 5.8%, -0.3%, 1.4%, 1.1, -2.3%, 2.2%, 2.2%, -0.83, 1148
> O=S(=O)(Nc1cccc(CCc2ccccn2)c1)c1ccc(Cl)cc1
 : ·, ·, -1.3%, 10.7%, ·, 0.4%, ·, ·, -0.25, 1107
> O=c1nc(-c2ccccc2)c2cc(Br)ccc2[nH]1
 : ·, ·, 0.3%, 4.9%, ·, 0.1%, ·, 11.3%, ·, ·
> COC(=O)c1sccc1-n1cccc1C(=O)C(=O)N1CCCCC1
 : 1.5%, 3.9%, 0.0%, 9.9%, 1.1, -12.7%, 2.9%, 0.9%, 0.19, 758
> COc1ccc(-n2c(C)nc3c(cnn3-c3ccc(C)c(C)c3)c2=O)cc1
 : 5.8%, 2.0%, -0.1%, 8.2%, 1.1, -5.0%, 3.2%, 4.0%, -0.55, 1076
> CON1C(=O)CN(C(C)=O)C1c1ccc(Cl)cc1Cl (centres undefined)
 : -7.9%, -4.4%, 0.5%, 13.1%, 1.1, -6.9%, -2.6%, ·, -0.96, 708
> c1ccc2[nH]c(SCCN3CCOCC3)nc2c1
 : -3.7%, -3.1%, 3.2%, 14.1%, 1.1, -2.6%, -0.4%, -0.4%, 0.14, 1056
> COc1cc(/C=C2/SC(=O)N(Cc3ccccc3)C2=O)ccc1OCc1ccncc1
 : 2.7%, 4.0%, -0.2%, 8.3%, 1, -6.5%, 10.6%, 17.2%, 1.12, 739

# Quoted from the entries so far (2 entries):
# Order of results: PMI inhibition, human PMI inhibition, West Nile virus CPE, Large T inhibition, TNAP activators, Salmonella PhoP GFP, ER stress rescue, RSV CPE inhibition, Insulin prom up, Insulin prom up cell count
> c1ccc2[nH]c(SCCN3CCOCC3)nc2c1
 : -3.7%, -3.1%, 3.2%, 14.1%, 1.1, -2.6%, -0.4%, -0.4%, 0.14, 1056
> COc1cc(/C=C2/SC(=O)N(Cc3ccccc3)C2=O)ccc1OCc1ccncc1
 : 2.7%, 4.0%, -0.2%, 8.3%, 1, -6.5%, 10.6%, 17.2%, 1.12, 739

# Ordered by molecular weight (largest number first): 3 of the compounds above
# Order of results: PMI inhibition, human PMI inhibition, West Nile virus CPE, Large T inhibition, TNAP activators, Salmonella PhoP GFP, ER stress rescue, RSV CPE inhibition, Insulin prom up, Insulin prom up cell count
> CCOC(=O)[C@@H]1[C@H]2COc3ccc(Br)cc3[C@H]2N2C(=O)N(c3ccc(Cl)cc3)C(=O)[C@@]12C
 : ·, ·, -1.2%, 9.0%, ·, 1.6%, ·, 1.4%, ·, ·
> COc1ccc(N(C(=O)c2ccco2)C(C(=O)NC2CCCC2)c2ccncc2)cc1OC (centres undefined)
 : ·, ·, -0.1%, 7.0%, ·, -4.9%, ·, 0.9%, ·, ·
> CCN1CCN(C(C(=O)NC2CCCC2)c2ccc(Cl)cc2)CC1 (centres undefined)
 : 40.0%, 1.1%, 0.2%, 3.1%, 1, 2.8%, 1.0%, 0.9%, -0.79, 915
